Tau fibril FP: blocks human tau fibril formation measured by polarization; P10636; K18 P301L tau heparin fibrillization, Alexa594 FP, 6 h; Potency, µM (series often up to 57.7 µM), for the others: at the highest dose activity, negative = inhibition, hits mostly inhibitors; 280,000 compounds, 0.39% hits; AID 1468; also: nearly all actives have a fitted effect of over 55% in size
Target sequence (P10636 561-689 P618L limits assumed): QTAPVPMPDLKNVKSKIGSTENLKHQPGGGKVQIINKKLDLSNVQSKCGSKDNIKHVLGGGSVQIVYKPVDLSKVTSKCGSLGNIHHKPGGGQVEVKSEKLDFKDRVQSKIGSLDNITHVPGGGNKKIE
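FP of Alexa 594-tau after heparin (20 uM) induction. Substrate: human K18 P301L, 15 uM unlabeled, 0.24 uM labeled. Buffer 100 mM sodium acetate pH 7. 6 hr, 37 C.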
Tau fibril ThT: inhibitors of human tau fibril formation, thioflavin T binding; AID 1460; P10636; recombinant tau K18 P301L, heparin-induced fibrillization, ThT fluorescence; Potency, µM (highest dose often 57.4 µM), for inactives: at the top dose activity, negative = inhibition, actives largely listed as inhibitors; 270,000 compounds, 2.1% hits; also: nearly all actives have a fitted effect of over 55% in size
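Fibril formation assay: tau K18 P301L at 15 uM with trace Alexa 594 label, heparin inducer 20 uM, pH 7 sodium acetate buffer, 37 C for 6 hr; endpoint ThT signal.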
GLA spleen mod: inhibits or activates alpha-galactosidase in human spleen homogenate; P06280; human spleen homogenate, 4MU-alpha-Gal fluorescence, 40 min; Potency, µM (highest dose often 80 µM), for inactives: at the top dose activity change, negative = inhibition, actives largely listed as inhibitors; 240,000 compounds, 0.008% hits; AID 2107;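 also: 0% = enzyme with vehicle and -100% = no enzyme basal signal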
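Spleen homogenate 1 ug + cpd (titration) + 4-MU-alpha-D-galactopyranoside 1 mM; 37C 40 min; 50 mM citrate/phosphate pH 5.0, 0.01% Tween-20; stop pH 10; fluorescence 365/440; AC50 via Hill.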
TR SRC2 fluor cs: alters Texas Red total fluorescence, flagging assay interference; 280,000 compounds, 0.29% hits; AID 1479; TRb/SRC2 Texas Red total fluorescence interference; Potency, µM (titrated, usually from 106 µM), for the others: at the highest dose fluorescence change, negative = quenching; active = well fitted curve in either direction with a large enough effect; inconclusive = small, poorly fitted or top-dose-only effect
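Flags fluorescent or light-absorbing compounds by total fluorescence, S + 2P, at 555 nm excitation and 632 nm emission. Mixture: 20 nM Texas Red SRC2 peptide, 0.6 uM human TRb LBD, 1 uM T3, 5% DMSO; compound exposure 5 h at ambient temperature.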
TRb SRC2 PPI: disrupts binding of human TR beta to SRC2; TRbeta-SRC2 peptide binding, fluorescence polarization; receptor liganded with 1 µM T3; Potency, µM (doses to about 106 µM), for the others: top-dose activity change, negative = inhibition, most hits filed as inhibitors; 280,000 compounds, 0.065% hits; AID 1469;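 also: plate controls were bound peptide for no effect and peptide without receptor for full effect; nearly all actives have a fitted effect of over 50% in size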
Target sequence (P10828 whole entry, looked up): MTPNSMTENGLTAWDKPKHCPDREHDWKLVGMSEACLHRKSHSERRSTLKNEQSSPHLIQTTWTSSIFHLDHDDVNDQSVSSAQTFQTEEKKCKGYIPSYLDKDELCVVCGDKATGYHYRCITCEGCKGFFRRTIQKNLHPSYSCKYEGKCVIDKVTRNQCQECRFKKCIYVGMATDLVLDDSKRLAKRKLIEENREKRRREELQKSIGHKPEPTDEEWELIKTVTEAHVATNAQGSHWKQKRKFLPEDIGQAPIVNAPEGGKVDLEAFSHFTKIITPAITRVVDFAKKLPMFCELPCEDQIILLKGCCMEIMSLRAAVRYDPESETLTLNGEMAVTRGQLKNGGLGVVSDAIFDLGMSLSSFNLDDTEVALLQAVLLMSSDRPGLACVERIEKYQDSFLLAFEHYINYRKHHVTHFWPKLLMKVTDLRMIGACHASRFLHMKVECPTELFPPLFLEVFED
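Assay buffer: 20 mM Tris-HCl, 100 mM NaCl, 10% glycerol, 1 mM EDTA, 0.01% NP-40, 1 mM DTT, 1 uM T3, 5% DMSO; TRb LBD 0.6 uM, Texas Red SRC2 20 nM; FP after 5 hr.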
Tau fluor cs: counter-screen for tau fibril formation inhibitors. tau K18 P301L (four-repeat tau fragment) Alexa594 fluorescence, heparin fibrillization. Potency, µM (doses to about 57.7 µM), for inactives: at the highest dose activity change, negative = decrease. 280,000 compounds, 0.93% hits; also: nearly all actives have a fitted effect of over 55% in size
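Human K18 P301L tau (15 uM unlabeled plus 0.24 uM Alexa 594-labeled, final) in 100 mM sodium acetate pH 7 was mixed with compound and 20 uM heparin and incubated 6 hr at 37 C.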
L3MBTL1 block: blocks human L3MBTL1; Q9Y468; AlphaScreen L3MBTL1–H3K9me1 peptide binding; Potency, µM (series often up to 57.1 µM), for the others: top-dose activity, negative = inhibition, usual class: inhibitors; 230,000 compounds, 0.66% hits; AID 485360; also: nearly all actives have a fitted effect of over 60% in size
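Displacement of a biotinylated histone H3(1-15) peptide monomethylated at Lys9 (75 nM) from L3MBTL1 (50 nM) was measured by AlphaScreen after a 30 min room-temperature compound incubation; cefsulodin titration served as intraplate control.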
ALDH1A1 inh: blocks purified human ALDH1A1 activity; P00352; Purified ALDH1A1, NADH fluorescence, propionaldehyde substrate; Potency, µM (highest dose often 75.3 µM), for the others: at the highest dose activity, negative = inhibition, most hits filed as inhibitors; 220,000 compounds, 7.3% hits; active = well fitted inhibition curve with a large enough effect, not every such curve was filed as active; inconclusive = small, poorly fitted or top-dose-only effect, or another doubt; inactive = no such curve, though single readings can be large or run the other way;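 also: plate controls were no enzyme wells and a reference inhibitor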
Target sequence (P00352 whole entry, looked up): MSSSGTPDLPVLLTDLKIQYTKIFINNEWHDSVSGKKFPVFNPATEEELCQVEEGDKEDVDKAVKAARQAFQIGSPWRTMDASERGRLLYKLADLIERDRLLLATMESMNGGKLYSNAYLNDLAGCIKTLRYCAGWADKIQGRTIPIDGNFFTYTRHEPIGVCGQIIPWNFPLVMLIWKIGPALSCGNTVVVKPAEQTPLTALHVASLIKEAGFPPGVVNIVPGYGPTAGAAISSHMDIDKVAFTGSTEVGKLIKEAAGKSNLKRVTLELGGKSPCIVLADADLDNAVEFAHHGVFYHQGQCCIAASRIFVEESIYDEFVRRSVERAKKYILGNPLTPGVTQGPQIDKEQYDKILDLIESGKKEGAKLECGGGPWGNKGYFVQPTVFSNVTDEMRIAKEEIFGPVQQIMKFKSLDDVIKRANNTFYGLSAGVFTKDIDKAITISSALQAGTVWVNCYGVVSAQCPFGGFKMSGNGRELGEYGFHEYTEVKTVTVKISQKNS
* marks the source's active call; other numbers are inactive results; ? = inconclusive; / = no result given; & = joins results of further samples; [ ] = another dose, or the depositor's remark. Unless noted, calls follow the shape of the dose curve; as a rule, active = well fitted curve in the direction sought with a large enough effect; inconclusive = small, poorly fitted or top-dose-only effect, or another doubt; inactive = no such curve, though single readings can be large; an effect the other way counts as inactive or inconclusive. Unless noted, % is scaled to controls: 0 for no effect and ±100 for the full control effect; potency is read from the fitted curve at half-maximal effect.

[1] O=C(NCCc1ccc(F)cc1)C(=O)NCC(c1cccs1)S(=O)(=O)c1cccs1 (stereo unspecified)
[2] CCC(C)[C@H](NC(=O)NCCCOC(C)C)C(=O)OC (stereo partly specified)
[3] CCOC(=O)C(C(=O)c1ccccc1)[C@H](CCc1ccccc1)NC(=O)OC (stereo partly specified)
[4] COc1ccc(-c2nc(CS(=O)CC(=O)NCc3ccccc3OC)c(C)o2)cc1 (stereo unspecified)
[5] CCOc1ccc(C(=O)NCC(c2cccs2)S(=O)(=O)c2ccccc2)cc1 (stereo unspecified)
[6] CCC(=O)N1CCc2cc(S(=O)(=O)NCCC(=O)N3CCN(c4ccccn4)CC3)ccc21
entry no.,1,2,3,4,5,6
Tau fibril FP,0%,2%,-2%,3%,-7%,5%
Tau fibril ThT,-14%,-5%,-10%,-9%,-10%,-1%
GLA spleen mod,/,-1%,-4%,/,/,9%
TR SRC2 fluor cs,0%,-3%,-1%,?,-1%,-4%
TRb SRC2 PPI,-8%,0%,-3%,-24%,-7%,0%
Tau fluor cs,-29%,-6%,-5%,-9%,-16%,12%
L3MBTL1 block,/,0%,/,/,/,2%[11.4 µM]
ALDH1A1 inh,/,-13%,-3%,/,/,1%

3 of the compounds above, with each value named:
[4] COc1ccc(-c2nc(CS(=O)CC(=O)NCc3ccccc3OC)c(C)o2)cc1 (stereo unspecified)
- Tau fibril FP: 3%
- Tau fibril ThT: -9%
- GLA spleen mod: /
- TR SRC2 fluor cs: ?
- TRb SRC2 PPI: -24%
- Tau fluor cs: -9%
- L3MBTL1 block: /
- ALDH1A1 inh: /
[1] O=C(NCCc1ccc(F)cc1)C(=O)NCC(c1cccs1)S(=O)(=O)c1cccs1 (stereo unspecified)
- Tau fibril FP: 0%
- Tau fibril ThT: -14%
- GLA spleen mod: /
- TR SRC2 fluor cs: 0%
- TRb SRC2 PPI: -8%
- Tau fluor cs: -29%
- L3MBTL1 block: /
- ALDH1A1 inh: /
[5] CCOc1ccc(C(=O)NCC(c2cccs2)S(=O)(=O)c2ccccc2)cc1 (stereo unspecified)
- Tau fibril FP: -7%
- Tau fibril ThT: -10%
- GLA spleen mod: /
- TR SRC2 fluor cs: -1%
- TRb SRC2 PPI: -7%
- Tau fluor cs: -16%
- L3MBTL1 block: /
- ALDH1A1 inh: /

Continued:
[7] COC(=O)/C(=C/c1c[nH]c2ccccc12)NC(C)=O
[8] O=C(CN1C(=O)NC2(CCCCCC2)C1=O)NC1CC1
[9] CCCNC(=O)Cn1c2ccccc2c2nc(=O)cc(C)n21
[10] C=CCn1c(COc2ccccc2)nnc1SC(C)C(=O)N/N=C/c1cc(Cl)ccc1O (stereo unspecified)
[11] COC(=O)c1[nH]c2cc(OC)ccc2c1NC(=O)c1c(F)cccc1F
[12] O=C(Nc1ccccc1F)c1cc(S(=O)(=O)N2CCCCC2)cs1
entry no.,7,8,9,10,11,12
Tau fibril FP,-1%,5%,1%,4%,14%,2%
Tau fibril ThT,-2%,-3%,-4%,-10%,-5%,2%
GLA spleen mod,2%,-5%,-1%,3%,4%,4%
TR SRC2 fluor cs,1%,0%,-2%,-4%,-3%,-3%
TRb SRC2 PPI,2%,1%,0%,5%,10%,-1%
Tau fluor cs,2%,-3%,-17%,?,?,0%
L3MBTL1 block,-5%,/,/,/,-11%,/
ALDH1A1 inh,-1%,8%,?,10%,/,?

[13] Cc1ccc(C)c(NC(=O)CSc2nc(=O)n(Cc3ccncc3)c3c2CCC3)c1
[14] COc1ccc(NC(=O)c2cc(C3CC3)nc3c2c(C)nn3-c2ccccc2)c(OC)c1
[15] COc1ccc(NC(=O)c2cc3c(-c4ccc(OC)c(OC)c4)nn(C)c3s2)cc1OC
[16] Cc1c(Cl)cn2c(=O)cc(CN3CCN(c4ccc(F)cc4)CC3)nc2c1Cl
[17] CCOC(=O)c1c(O)c(O)c(C(=O)OCC)n1-c1ccccc1
[18] O=C(N/N=C/c1ccc(OC(F)F)cc1)c1ccc(CSc2nc3ccccc3[nH]2)cc1
entry no.,13,14,15,16,17,18
Tau fibril FP,-5%,-10%,-2%,3%,?,?
Tau fibril ThT,-16%,-4%,?,?,?,8%
GLA spleen mod,/,/,2%,-2%,-5%,-5%
TR SRC2 fluor cs,-1%,-9%,1%,0%,0%,-2%
TRb SRC2 PPI,2%,3%,-25%,11%,8%,4%
Tau fluor cs,-7%,-28%,3.5µM*[quencher],-15%,-20%,-26%
L3MBTL1 block,/,/,/,/,1%,-8%
ALDH1A1 inh,/,/,10%,-7%,?,5%

[19] O=[N+]([O-])c1cc(F)c(N2CCCCC2)cc1N1CCOCC1
[20] Cc1ccc(C(=O)O/N=C2\CCSc3ccc(C)cc32)cc1
[21] COCC(=O)N1CCC(n2nnc3cc(F)ccc32)CC1
[22] O=C(c1cn(-c2ccccc2)nc1-c1cccs1)N(CCO)Cc1ccccc1
[23] CC(=O)SCCC(=O)N1C(C)CCCC1C(=O)O (stereo unspecified)
[24] O=C1C(Cl)=C(N2CCCCC2)C(=O)N1c1ccccc1Cl
entry no.,19,20,21,22,23,24
Tau fibril FP,-3%,-8%,0%,-3%,0%,20µM*
Tau fibril ThT,-10%,?,3%,-6%,-1%,14µM*
GLA spleen mod,7%,-3%,6%,-4%,9%,4%
TR SRC2 fluor cs,0%,-2%,-3%,0%,-5%,-2%
TRb SRC2 PPI,-4%,-3%,3%,0%,1%,-7%
Tau fluor cs,-4%,-16%,6%,-24%,4%,?
L3MBTL1 block,-21%,27%,-1%,/,12%,38%[activator]
ALDH1A1 inh,6%,11%,2%,?,-3%,?

[25] O=C(NCc1cccnc1)c1ccc(-c2ccc(Cl)cc2)o1
[26] COc1ccccc1-c1cc(C(F)(F)F)nc(S(=O)(=O)CCCC(=O)Nc2cc(C)ccc2O)n1
[27] O=S(=O)(c1ccccc1)c1nc(-c2ccccc2F)oc1NCc1cccnc1
[28] Cc1nc2nc(C)c(CCC(=O)NCCCN3CCN(c4cccc(Cl)c4)CC3)c(C)n2n1
[29] O=c1c2sccc2[nH]c(=S)n1Cc1ccccc1
[30] COc1ccc(C)cc1S(=O)(=O)N1CCN(S(=O)(=O)c2cc(C)ccc2OC)CC1
entry no.,25,26,27,28,29,30
Tau fibril FP,-4%,5%,-2%,6%&1%,-3%,7%
Tau fibril ThT,-1%,-13%,-6%,-2%&-9%,-14%,-5%
GLA spleen mod,12%,/,-25%,-16%&4%,10%,3%
TR SRC2 fluor cs,1%[53 µM],-2%,0%,0%&-3%,-2%,-5%
TRb SRC2 PPI,9%[53 µM],4%,3%,-5%&2%,-6%,-9%
Tau fluor cs,-11%,?,-11%,-4%&-4%,-17%,-9%
L3MBTL1 block,-24%,/,-5%,-4%&-1%,-2%,/
ALDH1A1 inh,?,/,-12%,7%&-4%,?,1%

[31] O=[N+]([O-])c1ccc(/C=N/n2c(CO)nc3ccccc32)s1
[32] CCS(=O)(=O)c1ccc2oc(SCC(=O)NCCc3ccc(F)cc3)nc2c1
[33] Cc1ccc(C(=O)NC(N(C)C)C(Cl)(Cl)Cl)cc1 (stereo unspecified)
[34] CCN1CCCC1CNC(=S)Nc1ccc(C(C)=O)cc1 (stereo unspecified)
[35] CC(=O)Oc1ccc(NC(=O)CSc2ccccc2)cc1
[36] S=C(Nc1ccc2c(c1)OCO2)NC1CCN(Cc2ccccc2)CC1
entry no.,31,32,33,34,35,36
Tau fibril FP,5%,0%,4%,4%,-8%,8%
Tau fibril ThT,?,-10%,4%,-2%,5%,-19%
GLA spleen mod,1%,-6%,2%,9%,2%,10%
TR SRC2 fluor cs,2%,-2%,-2%,-3%,1%,-1%
TRb SRC2 PPI,-2%,-5%,2%,-4%,5%,6%
Tau fluor cs,-11%,-8%,3%,-22%,-6%,-24%
L3MBTL1 block,5%,-5%[11.4 µM],14%,-9%,25%[11.4 µM],/
ALDH1A1 inh,3%,2%,4%,?,2%,13µM*

[37] Cc1ccc(N/C=C(\C#N)S(=O)(=O)c2ccccc2)cc1
[38] O=C(CN1CCN(c2ccccc2O)CC1)Nc1cccnc1Cl
[39] Cc1cccc(NC(=O)COc2ccc(/C=C\c3[nH]c(=O)[nH]c(=O)c3[N+](=O)[O-])cc2)c1
[40] COc1cccc(NC(=O)C(NCC2CCCCC2)c2ccccc2)c1 (stereo unspecified)
[41] C=CCN1C(=O)/C(=C\c2cccs2)C(C(=O)OC)=C1C
[42] Cc1ccc(Nc2nc(N)nc(CSC(=S)N3CCOCC3)n2)c(C)c1
entry no.,37,38,39,40,41,42
Tau fibril FP,3%,-2%,-6%,6%,2%,-7%
Tau fibril ThT,2%,-7%,10µM*,-13%,?,-16%
GLA spleen mod,4%,-3%,0%,1%,0%,2%
TR SRC2 fluor cs,1%,1%,0%,0%,-2%,-3%
TRb SRC2 PPI,0%,0%,1%,4%,-3%,-6%
Tau fluor cs,-1%,-9%,0%,-19%,-10%,-16%
L3MBTL1 block,9%,4%,6%,/,/,-2%
ALDH1A1 inh,7%,-9%,2%,?,-14%,-8%

[43] CCc1c(C)sc(NC(=O)C2CC2c2ccccc2)c1C(N)=O (stereo unspecified)
[44] COC(=O)C1SCC2C(=O)N(Cc3ccccc3)CC(=O)N21 (stereo unspecified)
[45] CN(C)C(=O)c1ccc(-c2nc(N(C)Cc3ccco3)c3ccccc3n2)cc1
[46] Oc1cc2c(cc1C(c1ccc(Cl)c(Cl)c1)N1CCCC1)OCO2 (stereo unspecified)
[47] COc1ccc(OC)c(S(=O)(=O)Nc2ccccc2SC)c1
[48] CCC(CC)(CC(=O)Nc1cccc(/C=C/c2nc(C3CCC3)cs2)c1)C(=O)O
[49] COc1ccc(NC(=O)CN(c2ccc(C)cc2)S(=O)(=O)c2cccc3nonc23)cc1OC
entry no.,43,44,45,46,47,48,49
Tau fibril FP,6%,-14%,3%,-6%,0%,11%,7%
Tau fibril ThT,-13%,-5%,?,7%,-9%,?,-7%
GLA spleen mod,-7%,-8%,-4%,-2%,1%,0%,/
TR SRC2 fluor cs,-1%,-7%,-3%,0%,-1%,-18%,-2%
TRb SRC2 PPI,4%,-7%,1%,13%,-3%,-5%,2%
Tau fluor cs,-12%,-12%,-19%,3%,-19%,-4%,?
L3MBTL1 block,-7%,/,/,-17%,-1%,/,/
ALDH1A1 inh,-20%,-3%,?,0.79µM*,4%,?,/

Screens (PubChem BioAssay)
